# Screening data (PubChem BioAssay)
# GAA glycogen – qHTS Assay for Inhibitors and Activators of Human alpha-Glucosidase Cleavage of Glycogen | Lysosomal alpha-glucosidase (Homo sapiens), P10253 | recombinant GAA, glycogen substrate, Amplex Red glucose oxidase fluorescence | Potency, µM (doses to about 76.4 µM), for the others: at the highest dose activity change, negative = inhibition, most hits filed as inhibitors | actives 0.38% (n = 300,000) | AID 2100, 2009; active means well fitted inhibition curve with a large enough effect; inconclusive means small, poorly fitted or top-dose-only effect, or another doubt; inactive means no such curve, though single readings can be large or run the other way;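 further: 0% = full enzyme reaction and -100% = no-enzyme basal signal; the screen sought inhibitors and activators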
#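 Natural-substrate format: glycogen cleavage by 4 nM human enzyme, glucose read by Amplex Red coupling (Ex 573, Em 610 nm). Normalized to enzyme and no-enzyme controls.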
# * hit, by the source's call; ? = inconclusive; & = joins results of further samples; [ ] = another dose, or the depositor's remark. Potency means the concentration at half of the fitted maximal effect. An excerpt (hit frequency here may not be typical).
SMILES,GAA glycogen
CCCCN(CCCC)CCNC(=O)Cn1nc(CC)n2c(cc3sc(C)cc32)c1=O,13%[76.3 µM]
COc1ccc(N2CCN(CC(=O)c3ccccc3)CC2)cc1,-26%
Cc1nn(C)c(NC(=O)c2ccc(Cl)cc2)c1Cl,8%
COCCn1c(SCC(=O)N2CCCCCC2)nnc1-c1ccco1,2%
CCN(CC)c1nc2c(c(=O)[nH]c(=O)n2C)n1Cc1ccccc1Cl,-1%[76.3 µM]
COc1ccc(NC(=O)COc2ccccc2)cc1Cl,12%[76.3 µM]
COc1ccccc1NC(=O)C1CCN(S(=O)(=O)c2ccc3c(c2)NC(=O)C(C)S3)CC1 (stereo not given),3%[76.3 µM]
Cc1nc(N2CCN(c3ccccn3)CC2)c2c(C)c(C(=O)Nc3c(F)cc(F)cc3Br)sc2n1,8%[76.3 µM]
Cc1cc(=O)oc2cc(OC(C)C(=O)NCC3CCC(C(=O)O)CC3)c(Cl)cc12 (stereo not given),4%[76.3 µM]
CC(C)Oc1ccccc1NC(=O)CSc1nccn1C,2%
CCn1cc(C(=O)NCC(OC)OC)c(=O)c2cc(S(=O)(=O)N(C)C3CCCCC3)ccc21,-1%[76.3 µM]
Brc1ccsc1-c1csc(-c2ccncc2)n1,4%
Cc1ccc(C(=O)n2nc(-c3ccco3)nc2NCc2cccs2)cc1,10%[76.3 µM]
Cc1cc(S(=O)(=O)Nc2cccc([N+](=O)[O-])c2)c(C)s1,2%
Cc1nnc(NCc2ccc(F)cc2)c2c1nnn2Cc1ccccc1Cl,0%[76.3 µM]
CCN(C(=O)/C=C/c1ccccc1)C1CCCCC1,-3%[76.3 µM]
O=[N+]([O-])c1ccc(S(=O)(=O)N/N=C/c2ccc3c(c2)OCO3)cc1,-4%[76.3 µM]
Cc1ccc(C(=O)NCCCNC(=O)c2ccco2)cc1,-9%[76.3 µM]
Cc1nnc(SCC(=O)NC2CCCC2)n1CCc1ccccc1,-2%
Cc1ccc(-c2cc(C(=O)Oc3ccccc3)c3cccc(C)c3n2)cc1,-6%[76.3 µM]
O=C(NCc1ccc2c(c1)OCO2)c1ccc2c(c1)N(Cc1ccc(F)cc1)C(=O)c1ccccc1S2=O (stereo not given),12%[76.3 µM]
O=C(NC(=S)Nc1ccc(Br)cc1)C1CCCCC1,2%[76.3 µM]
Cc1ccc(-c2csc(NC(=O)c3ccco3)n2)cc1C,1%[76.3 µM]
COCC(=O)N1CCC(Oc2ccc(C(=O)N3C[C@@H]4CCC[C@H]3C4)cc2)CC1,-8%[76.3 µM]
Cc1cc(=O)oc2cc(OCC(=O)Nc3ccccc3C(=O)O)ccc12,2%

# Gathered by group: those above with a halogen (9)
SMILES,GAA glycogen
Cc1nn(C)c(NC(=O)c2ccc(Cl)cc2)c1Cl,8%
CCN(CC)c1nc2c(c(=O)[nH]c(=O)n2C)n1Cc1ccccc1Cl,-1%[76.3 µM]
COc1ccc(NC(=O)COc2ccccc2)cc1Cl,12%[76.3 µM]
Cc1nc(N2CCN(c3ccccn3)CC2)c2c(C)c(C(=O)Nc3c(F)cc(F)cc3Br)sc2n1,8%[76.3 µM]
Cc1cc(=O)oc2cc(OC(C)C(=O)NCC3CCC(C(=O)O)CC3)c(Cl)cc12 (stereo not given),4%[76.3 µM]
Brc1ccsc1-c1csc(-c2ccncc2)n1,4%
Cc1nnc(NCc2ccc(F)cc2)c2c1nnn2Cc1ccccc1Cl,0%[76.3 µM]
O=C(NCc1ccc2c(c1)OCO2)c1ccc2c(c1)N(Cc1ccc(F)cc1)C(=O)c1ccccc1S2=O (stereo not given),12%[76.3 µM]
O=C(NC(=S)Nc1ccc(Br)cc1)C1CCCCC1,2%[76.3 µM]

# Remaining list, next part.
SMILES,GAA glycogen
CCCn1c(N)c(N(CCOC)C(=O)c2cccc(F)c2)c(=O)[nH]c1=O,8%
COc1cc(/C=N/NC(=O)c2nnn(-c3nonc3N)c2C(C)C)ccc1OCc1ccc(F)cc1,-16%[76.3 µM]
Cc1ccc2c(c1)N(CC(=O)NCCCN1CCCC1)C(=O)CO2,22%[76.3 µM]
CCOc1ccccc1NC(=O)c1nc(S(=O)(=O)Cc2cccc(C)c2)ncc1Cl,-4%&-1%[76.3 µM]
Cc1[nH]n(S(=O)(=O)c2ccccc2)c(=O)c1N=Nc1cccc(Cl)c1,2%[76.3 µM]
CCN(CC)C(=O)Cn1c(=O)n(Cc2ccc(C(=O)NCc3ccccc3Cl)cc2)c(=O)c2ccccc21,-1%[76.3 µM]
O=C(N/C(=C\c1ccc(Br)cc1)C(=O)N1CCOCC1)c1ccc(Br)o1,8%
CCOC(=O)CN1C(=O)S/C(=C\c2ccc3c(c2)OCO3)C1=O,-11%[76.3 µM]
O=C(Cc1ccccc1[N+](=O)[O-])N1CCOCC1,0%[76.3 µM]
CCc1ccc(N2C(=O)C3CCCN3C2=S)cc1 (stereo not given),-18%
COc1ccc(N2CC(C(=O)N[C@@H](C)C(=O)N3CCCCC3)CC2=O)cc1 (stereo not given in full),-11%[76.3 µM]
CCCCn1c(-c2cccnc2)nc2cc3[nH]c(=O)c(C(C)C)nc3cc21,13%[76.3 µM]
Cc1cccc(NS(=O)(=O)c2cc3c4c(c2)C(C)C(=O)N4CCC3)c1 (stereo not given),-7%[76.3 µM]
COc1ccc(CN(C)CC2CCCN(CCc3ccccc3C)C2)cc1O (stereo not given),12%[76.3 µM]
COc1ccccc1CNC(=O)c1cc(S(=O)(=O)N2CCOCC2)cn1C,17%[76.3 µM]
COC(=O)c1ccccc1C(=O)N1CC(O)CO1 (stereo not given),3%
C=CCN(CC=C)CC(=O)Nc1cccc(Oc2cnccn2)c1,-1%
O=C1COc2ccc(S(=O)(=O)N3CCN(c4ccccc4)CC3)cc2N1,-5%[76.3 µM]
CN(C)C(=O)c1ccc(NC(=O)c2ccccc2-c2ccccc2)cc1,1%[76.3 µM]
Cc1ccc(CCNC(=O)c2ccc3nc(N4CCC(C)CC4)sc3c2)cc1,15%[76.3 µM]
Cc1ccc(Cl)cc1NC(=O)C1CC(=O)N(C(C)C)C1 (stereo not given),2%[76.3 µM]
CCCN1CCC(NC(=O)Cc2cccc(C)c2)CC1,14%[76.3 µM]
CC(C)C[C@H](NC(=O)N1CC(=O)Nc2ccccc21)C(=O)N[C@H](Cc1c[nH]c2ccccc12)C(=O)O,12%[76.3 µM]
CCC(C)NC(=O)C1CCN(S(=O)(=O)c2cccc3nonc23)CC1 (stereo not given),1%
CC(=O)N1CCc2c(sc3c2c(=O)n(-c2ccccc2C)c(=O)n3CC(=O)Nc2ccccc2)C1,8%[76.3 µM]
SMILES,GAA glycogen
CN(C)c1ccc(C(CNC(=O)c2cccs2)N(C)C)cc1 (stereo not given),0%
COc1ccc(OC)c(NC(=O)c2cc(S(=O)(=O)N3CCCC3)cn2C)c1,17%[76.3 µM]
OCC1(Cc2ccccc2F)CCCN(CC2CCCCC2)C1 (stereo not given),12%[76.3 µM]
O=C(O)c1ccc(NC(=S)NC(=O)c2ccc3ccccc3c2)cc1,-1%[76.3 µM]
COc1ccc(CC(=O)Nc2ccccc2N2CCCC2)cc1OC,?
CCCc1cc(=O)oc2cc(OC3CCCCC3=O)ccc12 (stereo not given),5%
Cc1ccc(C)c(N2CCN(C(=O)CCCn3ncn4c(cc5occc54)c3=O)CC2)c1,-4%&-15%[76.3 µM]
Cc1cccc(C)c1NC(=O)N1CC=CCC1,5%
COC(=O)c1c(C)oc2ccc(N(C(=O)c3ccncc3)S(=O)(=O)c3ccc(OC)cc3)cc12,11%[76.3 µM]
NC(=O)CCn1c(C(=O)c2cc(Cl)c(N)c(Cl)c2)c2ccccc2[n+]1[O-],8%[76.3 µM]
Cn1cnnc1SCCNS(=O)(=O)c1cccc([N+](=O)[O-])c1,4%[76.3 µM]
Cc1ccc(N(CC(=O)NCC2CCCO2)S(=O)(=O)c2ccc(Cl)cc2)cc1C (stereo not given),-14%[76.3 µM]
O=S(=O)(c1ccc(F)c(F)c1)N1CCN(S(=O)(=O)c2cccs2)CC1,-3%[76.3 µM]
Cc1cccc(NC(=O)COC(=O)CCc2ccccc2)c1C,-8%[76.3 µM]
CC(C)Oc1ccc(CCNC(=O)C2CCC(=O)N(Cc3cccc(F)c3)C2)cc1 (stereo not given),-8%[76.3 µM]
CCCn1c(N)c(N(CCOC)C(=O)c2ccc(Cl)c([N+](=O)[O-])c2)c(=O)[nH]c1=O,-4%[76.3 µM]
Cc1nnc(NC(=O)c2nc(SCc3ccccc3F)ncc2Cl)s1,-5%[76.3 µM]
NC(=O)CN1C(=O)NC2(CCCc3sccc32)C1=O (stereo not given),3%
C[C@@H]1CCC2[C@](C)(CO)[C@@H](O)CC[C@]2(C)[C@@]12CC[C@@](CO)(CC(=O)O)O2 (stereo not given in full),0%
O=C(NNC(=O)c1cnccn1)c1ccc(Cl)c(Cl)c1,4%[76.3 µM]
COc1ccc2oc(-c3cccc(NC(=O)c4ccc(C#N)cc4F)c3)nc2c1,14%[76.3 µM]
O=C(Cn1cc(SCc2cccc(Cl)c2)c2ccccc21)N1CCCCCC1,-11%[76.3 µM]
Cc1cc(C)cc(NC(=O)C(CC(C)C)NC(=O)C2CCCCC2)c1 (stereo not given),14%[76.3 µM]
COc1ccc(CC(=O)N(Cc2ccccc2)c2ccc(C)cc2)cc1OC,-5%[76.3 µM]
CCN1C(=O)[C@@H]2Cc3c([nH]c4ccccc34)C(c3ccc(OC)cc3)N2C1=S (stereo not given in full),-20%
SMILES,GAA glycogen
CN1C(=O)/C(=C/c2ccc(OCc3ccccc3F)cc2)NC1=S,1%
C=CCN(C(=O)CCC(=O)Nc1cc(C)on1)C(C(=O)NC(C)(C)C)c1ccc(OC)cc1 (stereo not given),-8%
C=C(C)Cn1c(SCC(=O)Nc2cccc(C)c2)nc2sc3c(c2c1=O)CCCC3,17%[76.3 µM]
Cc1cccc(OCC(=O)Nc2ccc(Cl)c(-c3nc4ncccc4o3)c2)c1C,15%[76.3 µM]
CC(=O)C1=C(O)C(=O)N(c2cccc(Br)c2)C1c1ccccc1Cl (stereo not given),-5%[76.3 µM]
Cc1[nH]c(-c2ccc(F)cc2)cc1C(=O)N1CCN(c2ccc(Cl)cc2)CC1,-15%
CCCOc1cccc(C(=O)NCCNC(=O)c2cnccn2)c1,-11%
CCOc1ccc(N(C(=O)c2ccc(OC)cc2)S(=O)(=O)c2ccc3c(c2)n(C)c(=O)n3C)cc1,5%[76.3 µM]
Cn1c(=O)c2c(nc(NCCO)n2CCCc2ccccc2)n(C)c1=O,-13%[76.3 µM]
COc1ccc(CCNC(=O)NCc2noc3ccc(C)cc23)c(OC)c1,-8%[76.3 µM]
COc1ccc(C(=O)CC(=O)C(=O)Nc2ccccc2OC)cc1,0%
CC(=O)N1CCN(S(=O)(=O)c2ccc(S(=O)(=O)N3CCCC(C)C3)cc2)CC1 (stereo not given),-10%
COc1ccc(CCNC(=O)c2cc(=O)c3cc(C)ccc3o2)cc1OC,2%
CCn1c(SCC(=O)NC2CC2)nnc1-c1ccc(C)cc1,-1%[76.3 µM]
CCOC(=O)c1cnc2ccc(Br)cc2c1NCCCN1CCOCC1,-1%[76.3 µM]
CCC(=O)OCC(=O)N=c1sccn1Cc1ccc(C)cc1,3%[76.3 µM]
COc1ccc(C)cc1Nc1n[n+](-c2ccccc2)c(-c2ccc(NC(C)=O)cc2)s1,-16%[76.3 µM]
COC(=O)C(C)Oc1cc(OC(C)C(=O)OC)c2c(-c3ccccc3)cc(=O)oc2c1 (stereo not given),-6%
COc1ccc(C2CC(=O)Nc3c2c(C)nn3-c2nncc(-c3ccc(C)cc3)n2)c(OC)c1OC (stereo not given),-8%[76.3 µM]
CCn1c2ccc(C)cc2c2nnc(SCCN3CCCCC3)nc21,-4%
C[C@@H]1CN(C(=O)c2ccc(OC3CCN(S(=O)(=O)N(C)C)CC3)cc2)C[C@H](C)O1,3%[76.3 µM]
O=C(CCCCC(=O)NCCCc1ccccc1)NCCCc1ccccc1,10%[76.3 µM]
CSc1ncccc1C(=O)NC1CC(C)(C)Cc2c1cnn2-c1ccccc1C (stereo not given),-1%[76.3 µM]
Cc1ccc(CNC(=O)c2ccc3c(c2)CCN3S(=O)(=O)c2ccc(Br)cc2)cc1,13%[76.3 µM]
O=S(=O)(N/N=C\c1ccc2c(c1)OCO2)c1ccc(F)cc1,-8%[76.3 µM]

# Shown as labelled records: part of the list above
NC(=O)CCn1c(C(=O)c2cc(Cl)c(N)c(Cl)c2)c2ccccc2[n+]1[O-]
- GAA glycogen: 8%[76.3 µM]
Cn1cnnc1SCCNS(=O)(=O)c1cccc([N+](=O)[O-])c1
- GAA glycogen: 4%[76.3 µM]

# Next section
SMILES,GAA glycogen
CC(=O)c1sc2c(c1N)c(=O)[nH]c(=O)n2-c1ccccc1,-13%
COc1ccc(CCNC(=O)CCCn2c(=O)c3ccccc3n(Cc3ccccc3)c2=O)cc1OC,-6%[76.3 µM]
CCOc1ccc(/C=C2\SC(=S)N(CCC(=O)Nc3cccc(C(=O)O)c3)C2=O)cc1,2%
CC(C)c1ccc(/C=C(\C#N)c2nc(-c3cc4ccccc4oc3=O)cs2)cc1,-15%[76.3 µM]
COc1ccc(-c2nn(-c3ccccc3)cc2/C=N/O)cc1OC,-4%
COc1ccc(C(C(=O)NC2CCCC2)N(C(=O)c2snc(C(N)=O)c2N)c2cccc(O)c2)cc1 (stereo not given),-3%
